human PMI inhibitors: MPI inhibition at elevated mannose 6-phosphate – biochemical, fluorescence intensity, high mannose 6-phosphate, primary screen (AID 1220); recombinant PMI enzyme, coupled fluorescence intensity; higher % means a stronger effect; inhibition, % at 20 µM; hits with a dose series show IC50 in µM; 190,000 compounds, 0.66% hits
LYP inhibition: inhibitors of LYP phosphatase, biochemical, fluorescence intensity, uHTS (AID 1779); recombinant LYP phosphatase, fluorescence intensity; higher % means a stronger effect; inhibition, % at 11.5 µM, or IC50 in µM where a hit was titrated; 290,000 compounds, 0.054% hits;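 note: plate controls were vehicle with enzyme for no effect and no enzyme for full effect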
ER stress rescue: protection against thapsigargin-triggered cell killing – 384-well, CSM14.1, ATP luminescence, primary screen (AID 1222) | CSM14.1 thapsigargin-induced death rescue, ATP luminescence; higher % means a stronger effect | one-dose cellular ATP content (survival), % at 20 µM; EC50 in µM for titrated hits | 190,000 tested, under 10 active;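 active = EC50 below 50 µM in the dose-response confirmation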;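 note: death triggered by thapsigargin at about 15 µM added after 2 h compound pretreatment; cell ATP read after overnight thapsigargin exposure of roughly 18 to 22 hours; normalized against plate controls of thapsigargin alone and 5% DMSO vehicle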
M1AAP inhibition: P. falciparum M1AAP inhibitors, biochemical, fluorogenic H-Leu-NHMec substrate, 1536-well (AID 1445). one-dose inhibition, % at 30 µM; IC50 in µM for titrated hits. 220,000 compounds, 0.42% hits. recombinant M1AAP, H-Leu-NHMec fluorogenic kinetic assay; higher % means a stronger effect;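 active = primary inhibition above the hit cutoff, then over 50% inhibition at one or more dose response concentrations, cut at about 23% in these data, passing the limit was not always enough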;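 note: plate controls were DMSO full reaction for no effect and no enzyme background for full effect; strong numbers were not always called active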
PMI inhibitors: MPI enzyme activity inhibition – biochemical, fluorescence intensity, coupled assay, primary screen (AID 1209); inhibition, % at 20 µM, or IC50 in µM where a hit was titrated; 190,000 compounds, 0.42% hits; purified PMI enzyme, coupled fluorescence intensity; higher % means a stronger effect;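 note: plate controls were DMSO vehicle for no effect and wells lacking substrate for full effect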
M17LAP inhibition: P. falciparum M17LAP inhibitors, primary screen, biochemical, fluorogenic H-Leu-NHMec substrate, 1536-well (AID 1619); recombinant M17LAP, H-Leu-NHMec fluorogenic kinetic assay; higher % means a stronger effect; one-dose inhibition, % at 30 µM; IC50 in µM for titrated hits; 220,000 compounds, 0.38% hits;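 active = compound inhibiting the enzyme by more than half at any dose during confirmatory dose-response retesting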;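 note: plate controls were full reaction with DMSO carrier for no effect and no enzyme background for full effect; strong numbers were not always called active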
TNAP activators: stimulation of alkaline phosphatase TNAP activity – biochemical, luminescent, no phosphate acceptor, uHTS, primary screen (AID 1001). purified TNAP, luminescent activation assay, no phosphate acceptor; higher activation fold means a stronger effect. activation fold at 20 µM; hits with a dose series show EC50 in µM. 200,000 compounds, 0.03% hits; in the data active = activation fold from about 3, or a potency from the dose series; inactive = the rest, 99 in 100 with activation fold below about 1.6; note: many of its hits are not listed in these tables
XIAP antagonists: small molecules displacing peptide from XIAP – biochemical, IAP family, fluorescence polarization (AID 1018); 200,000 compounds, 0.007% hits; XIAP BIR domain, fluorescence polarization peptide displacement; higher % means a stronger effect; one-dose displacement, % at 20 µM; IC50 in µM for titrated hits; in the data active = displacement above about 50%; note: a part of the inactive calls stands beside numbers as strong as those of hits
Myeloid diff 2: compounds promoting myeloid differentiation; 360,000 compounds, 1% hits; ER-HoxA9 myeloid progenitors, lysozyme-GFP differentiation, flow cytometry; AID 624256; calls only at 10 µM;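 active = normalized GFP-positive differentiation at or above the plate's own cutoff, the solvent-only control mean plus 3 SD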;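 note: cells exposed to compound for four days before flow analysis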
Myeloid diff 2 GFP+ MAC1+ %: second read-out of Myeloid diff 2, no call of its own (marks repeat the call); GFP+ MAC1+ double positive, %; measured here: differentiation confirmed by MAC1 staining
Starred values were filed as active, the others as inactive; i = inactive; . = no result given. Cut-off read from the data, not from the text of the source, unless noted: active = inhibition above about 50%; inactive = the rest.

SMILES	human PMI inhibitors	LYP inhibition	ER stress rescue	M1AAP inhibition	PMI inhibitors	M17LAP inhibition	TNAP activators	XIAP antagonists	Myeloid diff 2	Myeloid diff 2 GFP+ MAC1+ %
O=c1cc(N2CCCC2)[nH]c(=O)n1-c1ccc(Cl)cc1	4%	0%	0.2%	-1%	-4%	-20%	1.1	-6.4%	i	1.8
Cc1ccc(NC(=O)COC(=O)C(NS(=O)(=O)c2ccc(Cl)cc2)C(C)O)cc1C (stereo not drawn)	-5%	-5%	-6.1%	-3%	12%	0%	1.1	-1.8%	i	0.7
CCn1c(SCC(=O)Nc2ccc(OC)c(OC)c2)nnc1-c1cccs1	10%	-9%	5.9%	7%	-7%	6%	1.1	-3.7%	i	0.8
Cc1ccc(NC(=O)NNC(=O)c2ccccc2)cc1	-1%	-3%	-0.9%	-1%	1%	-6%	1.1	-1.2%	i	0.2
C=C(C(=O)c1ccccc1)C(c1ccccc1)C(C)C(=O)c1ccccc1 (stereo not drawn)	6%	5%	0.6%	-1%	18%	-11%	1.1	-12%	i	0.9
O=C(Nc1ccccc1C(F)(F)F)N1CCN(c2ccccn2)CC1	1%	-2%	0.5%	1%	1%	-10%	1.1	-4.0%	i	0.2
COc1cccc(CNC(=O)c2cnc(-c3ccccn3)nc2C(F)(F)F)c1	7%	-6%	0.3%	3%	6%	0%	1.1	-1.3%	i	0.7
CCCc1nnc(NC(=O)Cn2c(=O)sc3ccccc32)s1	-6%	-4%	1.6%	1%	-4%	2%	1	-2.5%	i	1.6
COc1ccc(-c2nc3ccccn3c2NCc2ccc3c(c2)OCO3)cc1	10%	-9%	-0.9%	11%	14%	-24%	1.6	-0.3%	i	0.3
S=C(NCCc1ccccc1)Nc1ccccc1Cl	-2%	-9%	0.2%	0%	2%	-14%	1	-2.2%	i	0.4
CCOC(=O)C1CCN(C(c2ccccn2)c2c(C)[nH]c3ccccc23)CC1 (stereo not drawn)	8%	1%	2.4%	32%	19%	-4%	1	-8.8%	i	0.5
CCC(C)NC(=O)c1ccccc1NC(=O)CN(c1ccc(OC)cc1)S(C)(=O)=O (stereo not drawn)	2%	-4%	0.3%	4%	6%	-1%	1.1	-5.4%	i	1.7
CC1(C)CC(CC(=O)O)CC(C)(C)N1	-10%	-10%	-13%	-4%	-21%	-1%	1.1	-3.6%	i	0.8
CCOC(=O)C(O)C1CCc2c([nH]c3ccc(C)cc23)C1=O (stereo not drawn)	.	4%	.	10%	.	21%	.	.	i	0.5
CCc1nnc(NS(=O)(=O)c2ccc(NC(=S)NC(=O)c3ccc(OC)c(OC)c3)cc2)s1	10%	0%	-2.2%	14%	27%	51%	1	-12%	i	0.5
Cc1ccc(NC(=O)CC(C(=O)O)c2ccccc2)cc1 (stereo not drawn)	-4%	1%	-1.8%	4%	-7%	1%	1.1	-4.5%	i	1.0
C/C(=N/OC(=O)c1c(-c2ccccc2Cl)noc1C)c1cnccn1	-3%	-9%	2.6%	-4%	-1%	-4%	1.1	-6.4%	i	0.3
COc1cccc(OCCCOc2ccc([N+](=O)[O-])cc2Cl)c1	12%	-3%	-2.5%	-2%	17%	-5%	1	-11%	i	1.3
Nc1[nH]nc2c1NN(c1ccc(Cl)cc1Cl)N2	2%	-3%	-0.8%	2%	-4%	49%	1.1	0.1%	i	0.6
CCOC(=O)CCCn1ncn2c(cc3occc32)c1=O	-6%	-8%	-0.4%	20%	-3%	10%	1.1	-4.2%	i	0.7
Cc1nc([N+](=O)[O-])cn1CC(=O)NCCCO	-1%	-4%	-1.9%	2%	-5%	-2%	1.1	-4.3%	i	0.6
Oc1ccccc1-n1nc2ccc3nonc3c2n1	.	-1%	.	5%	.	0%	.	.	i	1.0
Cc1ccc(-n2c(C)cn(C(=O)c3ccccc3)c2=S)cc1	-15%	-4%	0.5%	2%	-5%	1%	1.1	0.2%	i	1.7
CC(C)c1ccccc1NC(=O)c1ccccc1NC(=O)C1CCCCC1	18%	-4%	-1.6%	3%	21%	-8%	1.2	-3.1%	i	0.5
CC1=C(C(=O)OCc2ccccc2)C(c2ccc(C)o2)C2=C(CCCC2=O)N1 (stereo not drawn)	4%	0%	.	0%	9%	8%	1.1	-2.4%	i	1.0
O=C(COC(=O)/C=C/c1cccc(C(F)(F)F)c1)Nc1cccc2ccccc12	-7%	-3%	-1.3%	2%	-6%	20%	1.1	-1.6%	i	0.2
O=C(NC1CCCC1)c1ccc2nc[nH]c2c1	12%	0%	-1.9%	16%	15%	6%	1.1	-2.4%	i	0.6
CCOC(=O)N1CCN(CCC(=O)Nc2cc(OC)ccc2OC)CC1	7%	-4%	0.5%	4%	10%	12%	1.1	-2.0%	i	0.8
C=CCNS(=O)(=O)c1ccc(OCC(=O)OC)cc1	3%	-9%	0.5%	0%	5%	0%	1.1	-6.1%	i	9.2
Cc1cc(-c2ccc([N+](=O)[O-])cc2)nc2ccccc12	-6%	-6%	-0.1%	5%	-19%	5%	1	-1.8%	i	0.7
COCc1cc(C)n(CC(=O)Nc2cccc(C)c2)c(=O)c1C#N	-5%	-5%	-0.6%	1%	-6%	1%	1.2	-1.9%	i	1.3
COCCOc1cc(-n2cccc2)c(Cl)cc1Cl	2%	1%	-0.6%	5%	3%	-3%	1	-2.4%	i	0.7
NC1=NC(=Nc2ccc(S(N)(=O)=O)cc2)c2ccccc21	.	-8%	.	4%	.	9%	.	.	i	0.3
CCOC(=O)C(C)Sc1ncc(-c2ccc(Cl)cc2)cn1 (stereo not drawn)	5%	-12%	-2.4%	-4%	3%	7%	1.1	0.9%	i	4.2
O=c1c(-c2nnc(SCc3ccc(Cl)c(Cl)c3)o2)cccn1Cc1ccccc1	-1%	-11%	10%	6%	7%	-6%	1	-1.6%	i	2.7
Cn1c(SCC#N)nnc1-c1cnccn1	-3%	-6%	-2.8%	-3%	2%	-7%	1.1	-2.7%	i	1.3
FC(F)(F)c1cc(-c2ccco2)nc(NCc2cccs2)n1	19%	-3%	0.4%	3%	22%	5%	1	-3.8%	i	0.7
COc1ccc(N(C)S(=O)(=O)c2cccc(C(=O)NCC3CCCO3)c2)cc1 (stereo not drawn)	-4%	-9%	-5.0%	1%	13%	17%	1.1	-4.0%	i	1.0
CNC(=O)COC(=O)c1cccc(S(=O)(=O)N2CCN(c3ccc(F)cc3)CC2)c1	.	-6%	.	5%	.	-1%	.	.	i	0.5
O=C(NCCCO)c1ccc(CSc2nc3ccccc3c(=O)[nH]2)cc1	.	-6%	.	-2%	.	-5%	.	.	i	0.5
Cc1cccc(CC2S/C(=N/N=C/c3ccco3)N(c3ccccc3)C2=O)c1 (stereo not drawn)	4%	7%	-0.6%	-1%	-1%	6%	1.1	-5.5%	i	1.3
CN(C(=O)CSc1nnc(-c2ccc(F)cc2)c2ccccc12)C1CCS(=O)(=O)C1 (stereo not drawn)	-15%	0%	-1.4%	4%	-22%	2%	1.2	-2.8%	i	1.6
Cc1cc(NC(=O)c2ccc(Cl)cc2)c(C(C)C)cc1O	2%	-6%	-0.4%	-1%	6%	-9%	1.1	-2.0%	i	2.5
CCCCSc1[nH]c(=O)c(C(=O)OCC)cc1C#N	8%	-4%	-0.4%	15%	13%	-78%	1.1	-9.9%	i	1.2
N#Cc1ccc(NC(=O)C2CC(c3ccc(F)cc3)=NO2)cc1 (stereo not drawn)	9%	-2%	-1.8%	-1%	7%	-9%	1	-3.1%	i	9.5
CCOC(=O)c1sc2nc(-c3ccccc3)ccc2c1N	-6%	-6%	-4.8%	7%	2%	-6%	1.2	1.9%	i	0.4

Copied from the listing, 13 compounds:
SMILES	human PMI inhibitors	LYP inhibition	ER stress rescue	M1AAP inhibition	PMI inhibitors	M17LAP inhibition	TNAP activators	XIAP antagonists	Myeloid diff 2	Myeloid diff 2 GFP+ MAC1+ %
CCOC(=O)C(C)Sc1ncc(-c2ccc(Cl)cc2)cn1 (stereo not drawn)	5%	-12%	-2.4%	-4%	3%	7%	1.1	0.9%	i	4.2
O=c1c(-c2nnc(SCc3ccc(Cl)c(Cl)c3)o2)cccn1Cc1ccccc1	-1%	-11%	10%	6%	7%	-6%	1	-1.6%	i	2.7
Cn1c(SCC#N)nnc1-c1cnccn1	-3%	-6%	-2.8%	-3%	2%	-7%	1.1	-2.7%	i	1.3
FC(F)(F)c1cc(-c2ccco2)nc(NCc2cccs2)n1	19%	-3%	0.4%	3%	22%	5%	1	-3.8%	i	0.7
COc1ccc(N(C)S(=O)(=O)c2cccc(C(=O)NCC3CCCO3)c2)cc1 (stereo not drawn)	-4%	-9%	-5.0%	1%	13%	17%	1.1	-4.0%	i	1.0
CNC(=O)COC(=O)c1cccc(S(=O)(=O)N2CCN(c3ccc(F)cc3)CC2)c1	.	-6%	.	5%	.	-1%	.	.	i	0.5
O=C(NCCCO)c1ccc(CSc2nc3ccccc3c(=O)[nH]2)cc1	.	-6%	.	-2%	.	-5%	.	.	i	0.5
Cc1cccc(CC2S/C(=N/N=C/c3ccco3)N(c3ccccc3)C2=O)c1 (stereo not drawn)	4%	7%	-0.6%	-1%	-1%	6%	1.1	-5.5%	i	1.3
CN(C(=O)CSc1nnc(-c2ccc(F)cc2)c2ccccc12)C1CCS(=O)(=O)C1 (stereo not drawn)	-15%	0%	-1.4%	4%	-22%	2%	1.2	-2.8%	i	1.6
Cc1cc(NC(=O)c2ccc(Cl)cc2)c(C(C)C)cc1O	2%	-6%	-0.4%	-1%	6%	-9%	1.1	-2.0%	i	2.5
CCCCSc1[nH]c(=O)c(C(=O)OCC)cc1C#N	8%	-4%	-0.4%	15%	13%	-78%	1.1	-9.9%	i	1.2
N#Cc1ccc(NC(=O)C2CC(c3ccc(F)cc3)=NO2)cc1 (stereo not drawn)	9%	-2%	-1.8%	-1%	7%	-9%	1	-3.1%	i	9.5
CCOC(=O)c1sc2nc(-c3ccccc3)ccc2c1N	-6%	-6%	-4.8%	7%	2%	-6%	1.2	1.9%	i	0.4
